Screening results deposited in PubChem by Broad Institute.
RAD54 branch: RAD54 (human) branch migration inhibition | Q92698 | RAD54 Holliday junction branch migration, FAM/BHQ fluorescence | inhibition, % at 10.4 µM | actives 0.14% (n = 360,000) | AID 602329;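 active means mean normalized replicate activity at least 40 and at least half of replicates scoring 40 or more; inconclusive means only one of the two criteria met; inactive means mean below 40 and under half of replicates reaching 40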;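 further: 0% = median of neutral control wells and 100% = median of positive control wells; inhibitors cause a drop in the FAM fluorescence signal; in these data hits start at about 50%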
E-sel inducer: induces E-selectin expression in human endothelial cells; P16581; HUVEC E-selectin immunofluorescence imaging; normalized: neutral wells 0, TNF-alpha wells 100; activation, % at 7.58 µM; actives 0.37% (n = 260,000);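 active means mean E-selectin-positive cell signal at least 10% of the positive control, reached in at least 60% of replicates, without over 20% cell loss; inconclusive means no rule given, readout overlaps actives, possibly toxicity-flagged; inactive means the rest, including those meeting only one limit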;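 further: in these data hits start at about 27%; measured in HUVEC primary endothelial cells; signal is the percent of cells scored E-selectin positive by PE staining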
Target sequence (P16581 whole entry, looked up): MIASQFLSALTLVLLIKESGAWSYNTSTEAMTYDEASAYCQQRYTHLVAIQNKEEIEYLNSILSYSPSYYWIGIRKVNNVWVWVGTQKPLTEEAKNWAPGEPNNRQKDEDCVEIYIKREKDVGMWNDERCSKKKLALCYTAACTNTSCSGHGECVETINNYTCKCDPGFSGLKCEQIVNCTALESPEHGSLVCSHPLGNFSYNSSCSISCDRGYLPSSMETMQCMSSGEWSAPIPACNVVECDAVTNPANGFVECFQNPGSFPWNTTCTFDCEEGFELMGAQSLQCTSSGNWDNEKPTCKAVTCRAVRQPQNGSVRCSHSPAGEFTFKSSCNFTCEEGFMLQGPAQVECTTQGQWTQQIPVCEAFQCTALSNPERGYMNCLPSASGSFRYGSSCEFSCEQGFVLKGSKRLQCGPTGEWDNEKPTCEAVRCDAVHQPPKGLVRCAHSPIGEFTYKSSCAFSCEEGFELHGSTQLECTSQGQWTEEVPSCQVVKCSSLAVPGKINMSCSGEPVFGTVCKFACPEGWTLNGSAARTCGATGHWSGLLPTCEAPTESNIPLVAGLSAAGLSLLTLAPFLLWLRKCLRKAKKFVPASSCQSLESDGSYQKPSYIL
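System: HUVEC, human umbilical vein endothelial cells; quantity: 3,000 cells/well; buffer or medium: EGM-2 medium, gelatin-coated wells; dosing: single-point compound dose; detection: immunofluorescence imaging; evaluation: % PE-positive cells; benchmarks: TNF-alpha, DMSO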
ARNT-TACC3 inh: ARNT/TACC3 interaction disruption; AlphaScreen His-ARNT PAS-B/GST-TACC3 binding, luminescence; TACC3 fragment carries E629A point mutation; actives 0.66% (n = 390,000); Q9Y6A5; inhibition, % at 9.99 µM;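 active means mean inhibition of replicates at least 50% and at least half of replicates each reaching 50%; inconclusive means half or more replicates reach 50% but mean below 50%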;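 further: 0% = complete ARNT plus TACC3 wells and 100% = ARNT alone without TACC3; many hits fall short of the cut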
ERp5 inh: ERp5 (human) disulfide isomerase inhibition; ERp5 insulin aggregation, absorbance 650 nm, 90 min; actives 0.05% (n = 350,000); inhibition, % at 9.99 µM; Q15084;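 active means mean replicate inhibition above about 25%, with every replicate also reaching it, limit read from the data, passing the limit was not always enough; inconclusive means only one of those two criteria met; inactive means neither criterion met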
Target sequence (Q15084 whole entry, looked up): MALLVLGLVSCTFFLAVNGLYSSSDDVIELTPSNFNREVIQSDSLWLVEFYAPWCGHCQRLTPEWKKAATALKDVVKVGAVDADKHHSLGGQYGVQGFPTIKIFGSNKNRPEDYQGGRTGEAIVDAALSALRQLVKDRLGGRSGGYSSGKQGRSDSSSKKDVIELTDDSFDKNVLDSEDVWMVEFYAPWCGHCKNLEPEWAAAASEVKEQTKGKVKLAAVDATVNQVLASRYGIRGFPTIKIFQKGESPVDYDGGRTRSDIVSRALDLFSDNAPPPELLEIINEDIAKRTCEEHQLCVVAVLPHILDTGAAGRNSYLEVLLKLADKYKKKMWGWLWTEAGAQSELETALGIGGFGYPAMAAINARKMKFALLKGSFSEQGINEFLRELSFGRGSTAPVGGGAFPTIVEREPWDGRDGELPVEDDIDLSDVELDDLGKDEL
esBAF inh: inhibitors of esBAF chromatin remodeling in mouse ES cells. Bmi1-luciferase knock-in reporter, 24 h; 100% = twice the neutral-well signal. reporter increase, % at 12.5 µM. actives 2% (n = 350,000). AID 602393; in the data active means activation above about 40%; inconclusive means no clear call, values can overlap the other calls;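 further: 0% = median of the plate's neutral control wells and 100% = double that signal; a rise in the Bmi1 reporter signal indicates esBAF inhibition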
PglD inh: PglD (C. jejuni) enzyme inhibition. purified PglD enzyme, DTNB colorimetric CoA detection. actives 0.098% (n = 360,000). inhibition, % at 12.5 µM. AID 602405; in the data active means inhibition above about 16%, passing the limit was not always enough; inconclusive means no clear call, values can overlap the other calls; further: strong numbers were not always called active
Casp6 inh: inhibitors of human caspase-6; actives 0.53% (n = 350,000); AID 686996; inhibition, % at 12.5 µM; purified caspase-6, Z-VEID-R110 cleavage fluorescence;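 active means mean inhibition across replicates at least about 35%, with every replicate also reaching that limit, limit read from the data; inconclusive means only one of the two criteria met; inactive means neither criterion met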;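 further: 0% = median of neutral control wells and 100% = no fluorescence left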
RAD52 inh: RAD52 (human) annealing inhibition; P43351; recombinant RAD52 DNA annealing, FRET fluorescence; inhibition, % at 18.7 µM; actives 0.46% (n = 360,000);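 active means every replicate showing at least 50% inhibition; inconclusive means mean inhibition at least 50% but not in every replicate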
Starred values were filed as active, the others as inactive; ? = inconclusive; / = not tested or not shown; & = joins results of further samples.

SMILES	RAD54 branch	E-sel inducer	ARNT-TACC3 inh	ERp5 inh	esBAF inh	PglD inh	Casp6 inh	RAD52 inh
O=C(NC1=NCCS1)c1ccc(F)c(S(=O)(=O)N2CCOCC2)c1	8	0.3	28	-2	-1	0	1	-4
Nc1cccc(S(=O)(=O)NC2=NCCC2)c1	-15	/	-3	/	-3	-4	/	/
O=C(c1ccc(=O)[nH]c1)N1CCCc2ccccc21	9	/	-1	5	-1	5	0	-12
Cc1cc(C)c2nc(N3CCCC(C(=O)NC4CCCC4)C3)sc2c1 (centres undefined)	-1	-0.1	-1	1	58*	-2	0	-21
Cc1ccc(NC(=S)NC(NC(=O)C(C)(C)C)C(Cl)(Cl)Cl)c(C)c1 (centres undefined)	-15	/	0	/	-4	-4	/	/
O=C1c2ccsc2SCCN1Cc1ccccc1	/	2.2	-8	5	/	/	0	-21
O=C(OCC(=O)N1CCN(C(=O)c2ccco2)CC1)c1ccc(Cl)cc1	-1	-0.3	-2	4	-4	3	0	-4
CCC1CCCCN1C(=O)COC(=O)c1cc(Br)ccc1Cl (centres undefined)	/	/	-7	6	/	/	-3	-9
COC(=O)C[C@H]1C[C@H]2c3cc(NC(=O)CC4CC4)ccc3O[C@H]2[C@H](CO)O1	5	0.1	/	5&2	-1	-2	5&1	-5&2
O=C(O)c1ccc(COc2ccccc2C=C2C(=O)c3ccccc3C2=O)cc1	/	-0.1	3	0	/	/	5	-27
O=C(C[C@@H]1C=C[C@H](NC(=O)Nc2ccc(F)cc2)[C@H](CO)O1)NCCN1CCCC1	-10	0.4	1	-1	7	-4	2	0
CC1=CCC2C(=O)N(C(C)c3ccccc3)C(=O)C2C1 (centres undefined)	-12	/	-1	/	-5	4	/	/
CC(C)NC(=O)N[C@@H]1CC[C@@H](CCNC(=O)C2CC2)O[C@@H]1CO	-6	0.9	-11	-2	-3	0	0	6
Cc1ccc(S(=O)(=O)N(C)C[C@H]2Oc3c(NC(=O)Nc4ccc(C(F)(F)F)cc4)cccc3C(=O)N([C@H](C)CO)C[C@H]2C)cc1	6	0.9	-4	2	11	-1	-1	10
CCOc1ccc(NC(=O)c2ccccc2NS(C)(=O)=O)cc1	-1	/	-15	/	17	0	/	/
Cc1noc(C)c1S(=O)(=O)N(C)C[C@@H]1Oc2ccc(NC(=O)Cn3cnnn3)cc2C(=O)N([C@@H](C)CO)C[C@@H]1C	-24	-5.9	-5	-1	0	1	-1	-31
COC(CN(C)C(=O)c1ccc2c(c1)NC(=O)c1ccccc1S2)OC	-7	/	-4	1	8	0	-2	-9
COC(=O)C1C=CC(OC2OC(COC(C)=O)C(OC(C)=O)C(OC(C)=O)C2OC(C)=O)n2c(=O)n(-c3ccccc3)c(=O)n21 (centres undefined)	/	1.6	2	-5	/	/	0	-10
CN1/C(=C\C(=O)COC(=O)CN2C(=O)C3CC=CCC3C2=O)C(C)(C)c2ccccc21 (centres undefined)	-3	/	4	/	11	-4	/	/
O=C(Cc1cccs1)N/N=C/C=C/c1ccccc1[N+](=O)[O-]	-3	0.6	/	5	/	-5	-5	-4
CCc1ccc(NC(=O)CNS(=O)(=O)c2c(C)noc2C)cc1	0	/	-1	/	1	-1	/	/
C[C@H]1COC(=O)[C@@H](NC(=O)OCC2c3ccccc3-c3ccccc32)C/C=C\C[C@H](CC(=O)NCCO)C(=O)N1	-7	-0.2	0	/	-17	-1	/	/
C[C@H](CO)N1C[C@H](C)[C@@H](CN(C)C)Oc2ccc(NC(=O)Cn3cnnn3)cc2CC1=O	15	/	-1	-2	0	-3	-1	-14
O=C(CN1C2CCCC1CC(NC(=O)c1ccccc1)C2)Nc1ccccc1C(F)(F)F (centres undefined)	3	/	-10	6	15	4	-3	-11
CC(C)CCNC(=O)C1CC(c2cccc([N+](=O)[O-])c2)=NO1 (centres undefined)	-1	-0.1	0	-3	6	-8	-1	-8
COc1ccc(C2CC(c3ccc(OC)cc3O)=NN2C(=O)c2ccccc2)cc1 (centres undefined)	2	-0.2	0	1	5	-7	-1	-6
CCOC(=O)C1=C(N)Oc2cc(O)ccc2C1c1ccccc1 (centres undefined)	1	0.5	-3	-4	2	-2	1	-15
Cc1ccc(NC(=O)NC(=O)COc2ccccc2C(N)=O)c(C)c1	5	0.0	-3	1	4	/	1	-1
CN(C)CCCNC(=O)C[C@@H]1C=C[C@@H](NC(=O)Cc2cccnc2)[C@H](CO)O1	-7	-0.2	6	3	4	0	0	6
O=C(CCCSc1nc2ccccc2[nH]1)N1CCN(c2ccc([N+](=O)[O-])cc2)CC1	5	/	-7	/	-13	-9	/	/
Cc1ccc(NC(=O)CNC(=O)c2ccco2)cc1	-2	0.3	-1	1	42*	-4	7	-12
CCOC(=O)N1CCN(c2c(NCc3ccccc3Cl)c(=O)c2=O)CC1	-5	4.2	-9	-6	2	2	-1	-4
O=C(COc1ccc([N+](=O)[O-])cc1)Nc1cccc2nsnc12	-12	/	3	11	/	2	-6	-105
COCC(=O)N(C)C[C@@H]1Oc2ncc(C#C[C@H](C)O)cc2C(=O)N([C@H](C)CO)C[C@@H]1C	-9	1.4	-8	-1	2	0	4	-5
O=C(Cc1ccccc1)N1CCCC(c2nc(-c3ccc(S(=O)(=O)N4CCCC4)cc3)no2)C1 (centres undefined)	5	/	2	-9	7	-4	0	-16
COc1ccc(-c2[nH]ncc2CNC(C)c2cn(C)nc2C)c(F)c1 (centres undefined)	/	0.2	0	1	/	/	-1	-12
Cc1c(Br)c(O)c(Br)c(O)c1/C=N/n1c(-c2ccccc2)n[nH]c1=S	-10	/	1	4	0	-10	22	-25
CO[C@H]1CC[C@H]2CCN(C)C(=O)C[C@@H](c3ccccc3)CN(C)C(=O)c3cccc(C#N)c3OC[C@H]1O2	5	0.1	-5	2	3	4	-5	11
O=C(NCc1ccc(F)cc1)c1ccc(NC(=O)C2CCCO2)cc1 (centres undefined)	-4	-0.1	7	-1	-1	3	-1	-8
COc1ccc(NC(=O)N(C)C[C@H]2Oc3c(NC(=O)C4CCCCC4)cccc3C(=O)N([C@@H](C)CO)C[C@@H]2C)cc1	3	-0.1	-1	6	7	-1	0	4
CCOC(=O)CC(NC(=O)CCc1c(C)nc2nc(C)nn2c1C)c1ccc(OC(C)C)cc1 (centres undefined)	5	/	/	0	-13	-2	4	-4
CNC[C@H]1Oc2ccc(NS(=O)(=O)c3cccs3)cc2C(=O)N([C@@H](C)CO)C[C@H]1C	7	0.0	-2	-1	2	4	-5	0
COc1ccc(Nc2nc(-c3ccccc3)nc3ccccc23)cc1S(=O)(=O)N1CCOCC1	-2	0.2	-2	5	3	-7	7	-15
COc1ccc(N2C(=O)CCC(C(=O)O)C2c2ccc(F)cc2)cc1 (centres undefined)	16	/	-2	/	-10	7	/	/
COc1cc(N=Nc2ccc(Br)cc2)cc(C=O)c1O	-3	0.0	/	1	/	0	-1	-25
CCN(C(=O)CN1CCN(c2cccc(Cl)c2)CC1)c1c(N)n(Cc2ccccc2)c(=O)[nH]c1=O	-1	1.2	22	2	-6	-3	0	-19
Cc1[nH]c(C)c(S(=O)(=O)NCCc2ccccc2)c1C(=O)N1CCCC1	3	/	-4	-3	7	-4	-4	-3
C[C@H]1CN([C@@H](C)CO)C(=O)c2cc(NC(=O)Nc3ccccc3)ccc2O[C@H]1CN(C)Cc1ccc(C(F)(F)F)cc1	-1	0.0	-4	2	3	-19	3	-22

Part of the list above, as a markdown table.
| canonical_smiles | RAD54 branch | E-sel inducer | ARNT-TACC3 inh | ERp5 inh | esBAF inh | PglD inh | Casp6 inh | RAD52 inh |
| --- | --- | --- | --- | --- | --- | --- | --- | --- |
| COC(=O)C[C@H]1C[C@H]2c3cc(NC(=O)CC4CC4)ccc3O[C@H]2[C@H](CO)O1 | 5 | 0.1 | / | 5&2 | -1 | -2 | 5&1 | -5&2 |
| COc1ccc(-c2[nH]ncc2CNC(C)c2cn(C)nc2C)c(F)c1 (centres undefined) | / | 0.2 | 0 | 1 | / | / | -1 | -12 |

(listing goes on)
SMILES	RAD54 branch	E-sel inducer	ARNT-TACC3 inh	ERp5 inh	esBAF inh	PglD inh	Casp6 inh	RAD52 inh
O=C(c1cccnc1)N1CCN(C(=O)c2ccco2)CC1	2	/	-3	/	-1	3	/	/
O=C(COc1ccc(Cl)cc1Cl)Nc1ccccc1F	-8	0.1	0	-6	/	0	1	-29
OC[C@@H]1CN(Cc2ccc(-c3ccccc3)cc2)C[C@H](n2cnc3c(NC4CC4)ncnc32)O1	7	0.0	/	3	0	2	1	-11
O=C(C[C@H]1C=C[C@H](NS(=O)(=O)c2ccccc2)[C@@H](CO)O1)N1CCc2ccccc2C1	-5	0.8	7	0	1	-2	-3	-2
CN1CCN(C(=S)NC(CC(=O)c2ccccc2)c2ccccc2)CC1 (centres undefined)	/	0.4	1	-1	4	/	-1	-1
COc1ccccc1-c1cn(CC[C@H]2CC[C@@H](NS(=O)(=O)c3ccccc3C)[C@@H](CO)O2)nn1	-1	0.0&0.6	13	6&5	2	4	0&-1	-6&-17
CCc1ccc([C@@H]2CC=C(C(=O)O)[C@H](c3ccc(Br)cc3)N2S(=O)(=O)c2ccc(C)cc2)cc1	-7	13	-5	1	7	4	28	-17
Cc1ccccc1N=C1NC(=O)C(CO)(CO)S1	-9	0.6	-4	3	-5	0	-3	-3
O=C(O)c1sccc1Oc1ccc(NS(=O)(=O)c2ccc(Cl)cc2)cc1	/	/	-1	3	/	/	4	-8
Cc1ccc(OCCNC(=O)/C=C/c2ccccc2)cc1	/	/	-11	-2	5	/	0	4
O=C(C1CCC(CNc2c(N3CCOCC3)c(=O)c2=O)CC1)N1CCN(c2ccccc2)CC1 (centres undefined)	-9	-0.3	-3	?	-7	2	0	-14
O=C(CNC(=O)c1ccc(Br)o1)OCc1ccc(Br)cc1	-6	/	6	-10	-1	-1	6	-11
COc1ccccc1OCCn1c(=O)sc2ccccc21	9	/	-2	/	0	1	/	/
Cc1cc(C)n(C(=O)c2cc([N+](=O)[O-])cc([N+](=O)[O-])c2)n1	0	-0.1	1	-1	-3	2	-4	-3
CCN(CC)c1cccc(OCC(=O)N2c3ccccc3CC2C)c1 (centres undefined)	6	-0.1	9	4	8	0	2	-16
COc1ccc(C(=O)Nc2ccc(OCC(=O)N3CCOCC3)cc2)c(OC)c1OC	4	-0.1	/	4	1	8	-1	-6
CC(C)NC(=O)Nc1ccc2c(c1)C(=O)N([C@@H](C)CO)C[C@H](C)[C@@H](CN(C)C(=O)c1ccccc1)OCCCC[C@H](C)O2	-4	0.0	-5	1	-6	3	1	3
COc1cc(NC(=O)CCCOc2ccc(Cl)cc2Cl)c(C(=O)O)cc1OC	0	-0.1	-3	7	1	1	4	-12
C[C@H]1CN([C@@H](C)CO)C(=O)c2cc(C#CC3(O)CCCC3)cnc2O[C@H]1CN(C)C(=O)C1CCC1	-5	-0.5	-1	-2	-4	-4	-6	7

Some of these compounds in order of their number in esBAF inh, low to high.
Molecule	ARNT-TACC3 inh	ERp5 inh	esBAF inh	PglD inh	Casp6 inh	RAD52 inh
C[C@H]1CN([C@@H](C)CO)C(=O)c2cc(C#CC3(O)CCCC3)cnc2O[C@H]1CN(C)C(=O)C1CCC1	-1	-2	-4	-4	-6	7
Cc1cc(C)n(C(=O)c2cc([N+](=O)[O-])cc([N+](=O)[O-])c2)n1	1	-1	-3	2	-4	-3
CCN(CC)c1cccc(OCC(=O)N2c3ccccc3CC2C)c1 (centres undefined)	9	4	8	0	2	-16
